KDM5B inh: KDM5B demethylase inhibition | Q9UGL1 | KDM5B demethylase, FDH-coupled NADH fluorescence (FDH is formaldehyde dehydrogenase) | Potency, µM (top dose mostly 57.7 µM), for the others: at the top dose activity change, negative = inhibition, usual class: inhibitors | 2.6% of 220,000 active | AID 1347165; active = well fitted inhibition curve with a large enough effect; inconclusive = small, poorly fitted or top-dose-only effect; inactive = no such curve, though single readings can be large or run the other way; note: 0% is about no effect; nearly all actives have a fitted effect of over 70% in size
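Compound dilutions met 200 nM (final) KDM5BΔAP for 10 min at room temperature before substrate addition. The substrate mix held 12.5 µM H3K4me3 with cofactors 25 µM α-ketoglutarate and 50 µM Fe²⁺. NADH signal gain over 30 min defined activity.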
* marks the source's active call; other numbers are inactive results; ? = inconclusive; [ ] = another dose, or the depositor's remark. Potency is the fitted concentration of half-maximal effect. The list is partial (hit frequency here may not be typical).

No.	molecule	KDM5B inh
1	Cc1ccc(S(C)(=O)=O)cc1C(=O)N1CCCC(c2nc3ccccc3[nH]2)C1 (stereo not drawn)	1%
2	NCCO[C@H]1C[C@@H](O)C12CCN(Cc1c(Cl)cccc1Cl)CC2	-16%
3	CNC(=O)[C@@H]1C[C@@H](n2cc(CC(C)C)nn2)CN1	?
4	CC(C)(C)OC(=O)N1CCC(c2c(C(=O)NCc3ccc4c(c3)OCO4)cnn2-c2ccc(F)cc2F)CC1	-14%
5	Cc1noc2c(-c3cn[nH]c3)cc(-c3ccc(F)cc3)nc12	18%[86.2 µM]
6	O=C(O)C(c1c[nH]c2ccc(OCc3ccccc3)cc12)N1CCN(Cc2ccncc2)CC1 (stereo not drawn)	-20%
7	Cn1ncc(C(=O)NCc2ccccc2)c1-n1cccc1	-1%
8	COc1cc2c(cc1OC)C(c1cccc(Cl)c1)CC(=O)N2 (stereo not drawn)	9%
9	COc1ccc(NC(=O)C(C)N2CCN(C)CC2)cc1 (stereo not drawn)	?
10	O=c1[nH]c(N2CCOCC2)nc2c1CCN(Cc1ccccc1Br)CC2	-6%
11	O=C(CCn1c(=O)oc2ccccc21)Nc1cccc(S(=O)(=O)N2CCCC2)c1	3%
12	CO[C@@H]1COCC[C@H]1NC(=O)c1ncc[nH]c1=O	?
13	Cc1ccc2ccc3cc(C(=O)N4CCN(c5ccccc5)CC4)nc3c2[nH]1	?
14	CCCOc1ccc(-c2nc(SC)[nH]c(=O)c2C#N)cc1OC	?
15	CCn1nccc1C(=O)N1CCC2(CC1)NC(=O)N(c1cccc(F)c1)N2	21%
16	Cc1ccc(OC2(C(=O)N(C)Cc3n[nH]c4c3CCCC4)CCNCC2)cc1	?
17	COc1ccc(NC(=O)c2c(C)nc3n2CCC(Nc2ccccc2)C3)cn1 (stereo not drawn)	?
18	O=C(CCc1ncc(-c2ccccc2F)o1)Nc1ccc2ccccc2n1	1%
19	COC(=O)c1cc2oc3ccccc3c2n1Cc1ccc(Cl)cc1	?
20	O=C(COc1ccccc1)NCC(=O)N1CCCCCNC(=O)CC1c1ccccc1 (stereo not drawn)	-14%

Reformatted: entries from further up
(4) CC(C)(C)OC(=O)N1CCC(c2c(C(=O)NCc3ccc4c(c3)OCO4)cnn2-c2ccc(F)cc2F)CC1
  KDM5B inh = -14%

(5) Cc1noc2c(-c3cn[nH]c3)cc(-c3ccc(F)cc3)nc12
  KDM5B inh = 18%[86.2 µM]

(list continues)
No.	molecule	KDM5B inh
21	CCCCn1c(N)c(N(CCOC)C(=O)c2cccc(OC(F)F)c2)c(=O)[nH]c1=O	2%
22	N[C@@H]1CC[C@@H]1NC(=O)c1ccccc1-c1nc(-c2ccccc2)no1	-10%
23	Cc1cccc(N2CC(O)=C(c3nc4ccccc4n3C)C2=N)c1C	14%
24	Cc1ccc(C(=O)NC(C)c2ccc(-n3ccnc3)cc2)cc1 (stereo not drawn)	23%
25	CC(C)CCn1nnc2sc(-c3ccccc3)cc2c1=O	?
26	O=C(C1CC(=O)N(c2n[nH]c3ccccc23)C1)N1CCc2ccccc2C1 (stereo not drawn)	-27%
27	O=C(O)c1ccc([N+](=O)[O-])c(CS(=O)(=O)c2ccccc2)c1	13%
28	CCOc1ccc(CCNC(=O)CS(=O)(=O)Cc2nc(-c3ccc(C)cc3)oc2C)cc1	14%
29	CS(=O)(=O)N(Cc1cccnc1)C1CN(C(=O)Nc2ccc3c(c2)OCCO3)C1	-8%
30	Cc1ccc(-c2ccc(CCC(=O)N[C@@H]3CCOC[C@H]3OCC(=O)O)o2)cc1	28µM*
31	COC(=O)c1ccc(NC(=O)C(=O)NCCc2csc(-c3ccc(C(F)(F)F)cc3)n2)cc1	-27%
32	O=c1c2nc(-c3ccc(F)cc3)ccc2ncn1Cc1ccccn1	32µM*
33	Cc1n[nH]c(C)c1CCC(=O)Nc1cccn2nc(C3CCC3)nc12	?
34	O=C(Nc1ccc(Cl)cc1F)C12CC3CC(CC(C3)C1)C2	12%
35	O=C(O)Cc1cccn1-c1cccc(Cl)c1	-29%
36	COc1ccc(C(=O)N2CCCCC2CCN2CCCCC2)cc1 (stereo not drawn)	12%
37	CCOC(=O)C1=C(CNCc2ccccc2)NC(=O)NC1c1ccc(C)cc1 (stereo not drawn)	-14%
38	O=C(CSc1nnc(COc2ccc(Cl)cc2Cl)o1)Nc1ccccn1	12%
39	CN(Cc1ccccc1)Cc1cc(C[C@@H]2CC[C@H](O)[C@@H](CNC3CCOCC3)O2)no1	133%[activator][86.2 µM]
40	CC1(c2ccccc2)N(Cc2ccccc2)C(=O)OC12CCN(Cc1cccc(C#N)c1)CC2 (stereo not drawn)	?

Random excerpt: three compounds from above, in no set order.
No.	molecule	KDM5B inh
26	O=C(C1CC(=O)N(c2n[nH]c3ccccc23)C1)N1CCc2ccccc2C1 (stereo not drawn)	-27%
35	O=C(O)Cc1cccn1-c1cccc(Cl)c1	-29%
40	CC1(c2ccccc2)N(Cc2ccccc2)C(=O)OC12CCN(Cc1cccc(C#N)c1)CC2 (stereo not drawn)	?

More compounds follow.
No.	molecule	KDM5B inh
41	CC1CCN(c2nc3ccc(C(=O)NCCc4ccc(S(N)(=O)=O)cc4)cc3s2)CC1	1%
42	O=C(Cc1ccsc1)N1CCC(n2cc(-c3nc(-c4ccccc4)no3)nn2)C1 (stereo not drawn)	-7%
43	COCCn1ccnc1C1CCN(C(=O)c2ccc3n[nH]nc3c2)CC1	42%[activator]
44	COc1ccc(-n2cc(-c3ccccc3)[nH]c2=S)c(OC)c1	?
45	CC(C)n1nc(C(=O)Nc2cc(C(F)(F)F)ccc2N2CCOCC2)c2ccccc2c1=O	13%
46	CC(C)(C)c1ccc(C(=O)NCC(c2ccco2)S(=O)(=O)c2ccccc2)cc1 (stereo not drawn)	-12%
47	O=C(Cn1c(=O)n(-c2ccccc2Cl)c(=O)c2sc3ccccc3c21)NC1CCCC1	-58%
48	Cc1nc(CC(=O)Nc2cc(Cl)ccc2C)cs1	-19%
49	COc1ccc(NC(=O)CSc2nc(Cl)nc3nc[nH]c23)cc1OC	19%
50	COCc1cc(CN(C)C(=O)CCc2cc3n(n2)CCNC3)[nH]n1	-22%
51	Cc1cc2c(cc1S(=O)(=O)N1CCC(C(=O)N3CCN(C)CC3)CC1)OC(C)C(=O)N2 (stereo not drawn)	10%
52	COc1ccc(N(C)C(=O)c2cn(CC(C)C)c(=O)c3cc(OC)c(OC)cc23)c(OC)c1	18%
53	CN(C)S(=O)(=O)c1ccc2c(c1)cc(C(=O)NCC1CCCO1)n2C (stereo not drawn)	-22%
54	N#Cc1ccc(-c2nc(C3CC(=O)N(c4ccc(F)cc4)C3)no2)cc1 (stereo not drawn)	?
55	O=C(NC1CCCC1)c1cnn2c(C(F)(F)F)cc(-c3ccco3)nc12	?
56	COc1ccc(NC(=O)CSc2nc(-c3ccc(OC)cc3)cc(=O)[nH]2)cc1	?
57	CCCCN(CC)CCNC(=O)CCn1cnc2onc(-c3ccc(F)cc3)c2c1=O	?
58	CCCCN(CC)CCNC(=O)c1cc2c(=O)oc3ccc(C)cc3c2s1	?
59	COc1ccc(OC)c(NC(=O)COc2ccc(-c3nnc4n3CCCC4)cc2)c1	14%
60	COc1ccc(CN2CCCN(C(=O)c3cn(C)nc3-c3ccc4c(c3)OCCCO4)CC2)cc1	13%

Three compounds out of the list, arranged by molar mass, falling:
No.	molecule	KDM5B inh
60	COc1ccc(CN2CCCN(C(=O)c3cn(C)nc3-c3ccc4c(c3)OCCCO4)CC2)cc1	13%
58	CCCCN(CC)CCNC(=O)c1cc2c(=O)oc3ccc(C)cc3c2s1	?
43	COCCn1ccnc1C1CCN(C(=O)c2ccc3n[nH]nc3c2)CC1	42%[activator]

(next part)
No.	molecule	KDM5B inh
61	CCc1ccccc1NC(=O)c1cc(S(=O)(=O)N2CCCc3ccccc32)ccc1F	-11%
62	COc1cc2c(cc1OC)C(CNC(=O)c1ccc(Cl)cc1)N(C(=O)Nc1cccc(F)c1)CC2 (stereo not drawn)	15%
63	Cn1c(CO[C@H]2CN(C(=O)c3ccc(Cl)cc3)C[C@H]2F)nc2ccccc21	-6%[86.2 µM]
64	COCC(=O)N(C)Cc1ccccc1C(F)(F)F	5%[86.2 µM]
65	C=CCn1c(C)cc(C(=O)COc2ccc3ccc(=O)oc3c2)c1C	?
66	COc1ccc(C(=O)NCCc2sc(-c3ccc(Cl)cc3)nc2C)c(OC)c1	?
67	N#Cc1nc(-c2ccccc2Cl)oc1NC1CC1	?
68	O=C(c1ccc(-c2ccc(N3CCSCC3)nc2)cc1)N1CCCCC1	28µM*
69	CC1CN(S(=O)(=O)c2ccccc2)CN1C(=O)N1CCOCC1 (stereo not drawn)	28%
70	COc1cc(C(=O)Nc2ncccc2C)cc(Cl)c1OC(C)C	18%
71	CCN(CC)CCOC(=O)c1c(C)n(C)c2ccc(OC)cc12	?
72	Cc1ccc(C2CCCN2C(=O)c2cc(C3CC3)on2)cc1 (stereo not drawn)	-16%
73	CCOc1ccccc1-c1cc(C(=O)N2CCOCC2)c2ccccc2n1	6%
74	N#CCC(=O)N1CCN(Cc2ccc3c(c2)OCO3)CC1	15%
75	O=C(NC1CC1)C(Sc1cc(Cl)ccc1Cl)c1ccccc1 (stereo not drawn)	22%
76	COc1cc(=O)n2c(c1C(=O)Nc1cc(Cl)ccc1F)CCCC2	10%
77	O=C1C(Nc2ccccc2)=CC(c2ccccc2)N1c1ccccc1 (stereo not drawn)	?
78	Cc1nn(CC(=O)NC(C)(C)C)c(C)c1S(=O)(=O)N1CCCC(C(=O)N2CCCC2)C1 (stereo not drawn)	-11%
79	O=C(Cc1cccc2ccccc12)Oc1ccc(Cl)c2ccccc12	-31%
80	COc1ccc(-n2nc(C)c([C@@H]3C=C[C@@H](NCc4ccc(C(C)C)cc4)C3)c2C)cc1	?

The final four compounds of the part before are carried over, then new ones follow:
No.	molecule	KDM5B inh
77	O=C1C(Nc2ccccc2)=CC(c2ccccc2)N1c1ccccc1 (stereo not drawn)	?
78	Cc1nn(CC(=O)NC(C)(C)C)c(C)c1S(=O)(=O)N1CCCC(C(=O)N2CCCC2)C1 (stereo not drawn)	-11%
79	O=C(Cc1cccc2ccccc12)Oc1ccc(Cl)c2ccccc12	-31%
80	COc1ccc(-n2nc(C)c([C@@H]3C=C[C@@H](NCc4ccc(C(C)C)cc4)C3)c2C)cc1	?
81	CN1c2cc(C(=O)NCc3ccccc3Br)ccc2C(=O)N2CCCC21 (stereo not drawn)	?
82	Cc1nn(C)cc1C(=O)NCCn1c(C)cnc1C1CC1	-10%
83	CCOC(=O)c1oc2c(c1C)/C(=N\OC(C)=O)CCC2	8%
84	Cn1c(=O)oc2ccc(C(=O)N[C@H](C3CCNCC3)C3CC(O)C3)cc21 (stereo partly drawn)	-12%
85	O=C(CN1CCCC1c1cccs1)C12CC3CC(CC(C3)C1)C2 (stereo not drawn)	8%
86	CC(=O)c1ccc(NC(=O)N[C@H]2CO[C@H]3[C@@H]2OC[C@@H]3Nc2nccc(C(C)(C)C)n2)cc1	5%
87	CCCc1cc(CN(C)C(=O)c2cn(CC(=O)N(CC)CC)nn2)[nH]n1	?
88	CCOc1ccc(-c2nnc(SCC(=O)NC(C)CC)nc2-c2ccc(OCC)c(OC)c2)cc1OC (stereo not drawn)	-22%
89	Cc1nc2cc(Cl)ccc2c(=O)n1Cc1ccncc1	28%
90	COc1ccc(Cl)cc1NC(=O)CN1CCN(S(=O)(=O)N2CCC(C)CC2)CC1	-24%
91	O=C(Nc1cccc(F)c1)c1ccc(N2CC3CC(C2)[C@H]2CCCC(=O)N2C3)nc1 (stereo partly drawn)	-46%
92	COc1ccc(NC(=O)c2ccc3nc(C(C)C)oc3c2)cc1OC	17%
93	Cn1c(=O)n(C)c2cc(NS(=O)(=O)c3ccc(C(C)(C)C)cc3)c(NCc3ccccc3)cc21	5%
94	N#CC1=C(N)N(c2c(F)cccc2F)C2=C(C(=O)CCC2)C1c1ccc(F)cc1 (stereo not drawn)	-8%
95	Cc1oc2cc(OCC(=O)Nc3ccc4c(c3)OCCO4)ccc2c(=O)c1-c1ccccc1	?
96	COc1cccc(OCc2cc(C3C(C#N)=C(N)Oc4n[nH]c(C)c43)ccc2OC)c1 (stereo not drawn)	?
97	O=[N+]([O-])c1ccc2cnn(-c3cccc(C(F)(F)F)c3)c2c1	4%
98	O=C(CN1CCN(C(=O)c2ccccc2Cl)CC1)Nc1cccc(S(=O)(=O)N2CCCC2)c1	-8%
99	N#Cc1ccc(C(=O)N2CCN(C(=O)c3nnn4c3COC(c3ccc(F)cc3)C4)CC2)cc1 (stereo not drawn)	6%
100	Cc1ccc(OCC(=O)N2[C@@H]3CC[C@H]2CC(NC(=O)c2ccncc2)C3)cc1 (stereo partly drawn)	3%
101	COC[C@@H]1CCCN1Cc1cc2cc3c(cc2[nH]c1=O)OCO3	28µM*
102	CC(=O)Nc1ccc(CN2CCCC3(COc4ccccc4C(=O)N3)C2)cc1 (stereo not drawn)	?
103	CCN(CC)S(=O)(=O)c1ccc(C(=O)Nc2nc3ccc(Cl)cc3s2)cc1	5%
104	COc1ccc(C(=O)CSc2nc3nc(C)c(Br)cc3[nH]2)cc1	-18%
105	Cc1ccc(C(=O)N2CCC(N3C(=O)C(O)C34CCCCC4)CC2)cn1 (stereo not drawn)	-5%
106	COc1ccc(S(=O)(=O)NCC(c2cccs2)S(=O)(=O)c2ccccc2)cc1OC (stereo not drawn)	-11%
107	COCCNC(=O)C1CCCN1c1nc2ncccc2o1 (stereo not drawn)	?
108	CC1CC(NC(=O)NCCCCCCNC(=O)NC2CC(C)CC(C)(C)C2)CC(C)(C)C1 (stereo not drawn)	-4%

Compound activity as filed in PubChem BioAssay.
